Bioassay records (PubChem)
EBI2 antag: antagonists of human EBI2 receptor | P32249 | EBI2 beta-arrestin recruitment, luminescence, 7a,25-OHC stimulated | inhibition, % at 5 µM | 0.81% of 360,000 active | AID 651636; in the data active = inhibition above about 38%;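 note: enzyme fragment complementation signal reports receptor beta-arrestin coupling in cells; 0% = agonist plus DMSO wells and 100% = wells without agonist; some results beyond the cut were filed as inactive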
Gli-Sufu antag: Gli-Sufu pathway antagonism; Sufu-KO-LIGHT fibroblasts, Gli luciferase reporter luminescence; inhibition, % at 5 µM; 0.74% of 340,000 active; AID 588413;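 active = inhibition above about 55%, limit read from the data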;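 note: 0% = DMSO-treated cells and 100% = wells with medium but no cells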
UBC13 inh: inhibitors of human UBC13 polyubiquitin chain formation | AID 485273 | inhibition, % at 20 µM | P61088 | 0.47% of 330,000 active | TR-FRET; in the data active = inhibition above about 45%, passing the limit was not always enough
SENP8 inh: inhibitors of human SENP8 protease | 1.2% of 330,000 active | AID 2540 | inhibition, % at 10 µM | purified SENP8, Z-RLRGG-aminoluciferin cleavage, luminescence | Q96LD8
697 NFkB inh: inhibitors of the PMA/ionomycin-induced NF-kB reporter in 697 B cells | 0.33% of 330,000 active | inhibition, % at 4 µM | AID 435022 | 697 B-cell NF-kB luciferase reporter, 16 h; in the data active = inhibition above about 35%
CCR6 antag: blocks CCL20-driven beta-arrestin recruitment at human CCR6; inhibition, % at 20 µM; CHO-K1 CCR6 PathHunter beta-arrestin, luminescence, CCL20-stimulated; 0.49% of 340,000 active; AID 493098;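 active = compounds whose inhibition of the agonist-driven luminescence signal at 20 µM reaches about 50%, limit read from the data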;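 note: cells stimulated with CCL20 at 14 nM final; plate controls were DMSO with CCL20 for no effect and DMSO without agonist for full effect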
Apaf-1 inh: blocks human Apaf-1 apoptosome activity; O14727; reconstituted apoptosome caspase-3 activity, DEVD-Rh110 fluorescence; inhibition, % at 20 µM; 0.71% of 330,000 active; active = inhibition of at least 40% at 20 µM;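 note: plate controls were DMSO wells for no effect and DEVD-CHO caspase inhibitor wells for full effect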
Target sequence (O14727 whole entry, looked up): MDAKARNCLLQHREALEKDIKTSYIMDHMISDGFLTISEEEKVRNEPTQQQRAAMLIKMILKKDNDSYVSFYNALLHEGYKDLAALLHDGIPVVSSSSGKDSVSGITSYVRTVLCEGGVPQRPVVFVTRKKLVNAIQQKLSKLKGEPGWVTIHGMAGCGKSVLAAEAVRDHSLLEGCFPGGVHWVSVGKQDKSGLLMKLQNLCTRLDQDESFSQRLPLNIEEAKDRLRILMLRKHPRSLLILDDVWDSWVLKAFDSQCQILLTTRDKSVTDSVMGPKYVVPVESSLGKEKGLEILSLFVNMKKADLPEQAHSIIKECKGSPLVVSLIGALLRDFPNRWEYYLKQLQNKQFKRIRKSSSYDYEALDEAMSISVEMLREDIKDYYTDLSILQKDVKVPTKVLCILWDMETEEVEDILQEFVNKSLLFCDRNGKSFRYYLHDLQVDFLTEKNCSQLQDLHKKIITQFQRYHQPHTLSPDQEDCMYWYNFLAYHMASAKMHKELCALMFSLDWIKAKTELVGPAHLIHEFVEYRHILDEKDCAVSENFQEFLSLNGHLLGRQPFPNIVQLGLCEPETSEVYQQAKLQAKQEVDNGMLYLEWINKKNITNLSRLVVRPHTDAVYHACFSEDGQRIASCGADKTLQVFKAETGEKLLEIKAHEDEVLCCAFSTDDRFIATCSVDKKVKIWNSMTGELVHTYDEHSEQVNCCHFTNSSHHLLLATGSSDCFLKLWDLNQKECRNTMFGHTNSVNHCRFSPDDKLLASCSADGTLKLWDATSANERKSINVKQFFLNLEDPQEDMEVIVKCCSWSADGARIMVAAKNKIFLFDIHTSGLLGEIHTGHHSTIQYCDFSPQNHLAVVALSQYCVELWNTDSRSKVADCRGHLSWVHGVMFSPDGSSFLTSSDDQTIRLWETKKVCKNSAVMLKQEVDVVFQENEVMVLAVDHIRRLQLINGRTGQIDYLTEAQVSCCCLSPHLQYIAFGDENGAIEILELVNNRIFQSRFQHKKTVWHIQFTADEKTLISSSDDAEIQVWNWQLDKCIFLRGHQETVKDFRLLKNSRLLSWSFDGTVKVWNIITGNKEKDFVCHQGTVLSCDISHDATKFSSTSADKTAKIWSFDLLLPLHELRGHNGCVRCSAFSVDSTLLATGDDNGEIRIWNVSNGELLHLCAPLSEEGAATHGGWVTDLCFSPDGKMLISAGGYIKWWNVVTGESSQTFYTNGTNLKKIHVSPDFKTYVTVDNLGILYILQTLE
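Material: cell-free apoptosome with Apaf-1, procaspase-3 and caspase-9; Buffer or medium: Hepes pH 7.5 with detergent and BSA; Reagent: cytochrome c trigger plus (Z-DEVD)2-Rh110 caspase-3 substrate; Times: compound with Apaf-1, dATP, procaspase-3 30 min, then 50 min reaction, room temperature; Technique: Rh110 fluorescence intensity.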
Jurkat NFkB inh: inhibitors of the PMA/ionomycin-induced NF-kB reporter in Jurkat cells; PMA/ionomycin-induced NF-kB luciferase reporter, luminescence; inhibition, % at 4 µM; 0.53% of 330,000 active; AID 435003
Starred values were filed as active, the others as inactive; · = no result given. Cut-off read from the data, not from the text of the source, unless noted: active = inhibition above about 50%; inactive = the rest.

SMILES | EBI2 antag | Gli-Sufu antag | UBC13 inh | SENP8 inh | 697 NFkB inh | CCR6 antag | Apaf-1 inh | Jurkat NFkB inh
COc1cc(C(C(=O)NCC2CCCO2)N(C(=O)Cn2nnc3ccccc32)c2ccc(C(C)=O)cc2)ccc1O (stereo not drawn) | -3 | -6 | 3 | -4 | 10 | -4 | 8 | -45
CC(C)C[C@@H](C(=O)N[C@@H](C(=O)O)c1ccccc1)N1C(=O)N2CCc3c([nH]c4ccccc34)[C@@]2(C)C1=O | 7 | 1 | -17 | -12 | 4 | -2 | 5 | 3
Cc1cc(C)c(C#N)c(SCCN2CCOCC2)n1 | -6 | 8 | 3 | 6 | -7 | -1 | -20 | -3
COc1ccc(C(=O)NNC(=O)CNC(=O)C2CCCCC2)cc1 | 3 | 18 | -2 | 4 | 29 | 1 | -5 | -1
CCc1cc2c(C)cc(C)cc2nc1SCC(=O)Nc1cc(C)on1 | 4 | 4 | -4 | -6 | 11 | 21 | 22 | -1
CCOC(=O)c1c(-c2ccsc2)csc1N | 8 | 3 | 8 | -2 | 18 | -40 | 6 | -18
CC(=O)OC(C)(C)C1Cc2cc3ccc(=O)oc3cc2O1 (stereo not drawn) | 1 | -1 | 9 | 3 | -12 | -4 | 7 | -15
COCCN(C(=O)C1CCC1)c1nnc(-c2cccnc2)s1 | 1 | 1 | 3 | -7 | -3 | -3 | 13 | -7
O=C(CCCC(=O)N/N=C\c1ccccn1)N/N=C\c1ccccn1 | 4 | 3 | -10 | -1 | 12 | 6 | -12 | 13
COc1ccccc1CNC(=O)CSc1nc(C)cs1 | -3 | 3 | 10 | -2 | 13 | 10 | -5 | -6
COc1ccc(C(c2c(O)nc[nH]c2=O)c2c(O)nc[nH]c2=O)cc1 | · | -4 | -11 | -5 | 6 | 6 | -13 | 2
COc1ccc(S(=O)(=O)N(C)C[C@H]2Oc3c(NC(=O)C4CCCCC4)cccc3C(=O)N([C@H](C)CO)C[C@@H]2C)cc1 | 3 | -2 | -4 | -7 | 1 | -6 | 13 | -5
Cc1cccc(NC(=O)Cn2c(=O)n(CC3CCCO3)c(=O)c3ccccc32)c1 (stereo not drawn) | -2 | 3 | 2 | -6 | 19 | 9 | 6 | -1
N#C/C(=C\c1ccc(Oc2ccc(C(F)(F)F)cc2[N+](=O)[O-])cc1)c1nc2ccccc2[nH]1 | -7 | -2 | -27 | 0 | 6 | 13 | 12 | 17
COc1cc(OC)c(NC(=O)c2c(-c3ccccc3)noc2C)cc1Cl | 18 | 0 | 2 | -8 | 6 | -7 | 6 | -16
O=C(O)c1ccc(N/N=C/c2cccc3cccnc23)cc1 | -1 | -43 | 8 | 30 | -204 | 8 | -4 | -106
CC(C)CC(=O)NC(=S)NCCc1ccccc1 | 2 | -7 | 1 | -5 | -43 | 1 | 13 | -12
O=C(COC(=O)c1ccc(O)cc1O)Nc1cccc2ccccc12 | -5 | 2 | 8 | 10 | 9 | 2 | -7 | -11
CC(C)=NOc1cc(NC(=O)CCl)cc([N+](=O)[O-])c1 | 3 | 14 | -9 | -12 | 2 | 9 | 10 | 16
CSc1nnc(-c2ccc(C(F)(F)F)cn2)o1 | -4 | -5 | 6 | -2 | 8 | -2 | -5 | -13
CCCCNC(=O)CCc1c(C)nc2nc(-c3cc(OC)cc(OC)c3)nn2c1C | -2 | -3 | -6 | -2 | 8 | -4 | 5 | 7
Cc1ccc(NC(=O)c2ccc3c(c2)CCN3S(C)(=O)=O)c(C)c1 | -7 | -18 | -6 | -4 | -1 | 3 | 1 | -9
N/C(Cc1ccc(Cl)cc1)=N\OC(=O)c1ccccc1 | -3 | -11 | 4 | -1 | 4 | -15 | 0 | -13
CC(C)(C)OC(=O)NCCCC1=CC2=CC(=O)C(C)(OC(=O)C3CCCC3)C(=O)C2=CO1 (stereo not drawn) | · | · | -59 | 10 | 13 | · | 17 | 24
Cn1cnnc1SCC(=O)Nc1nc(-c2ccccc2)cs1 | 6 | -1 | 4 | 0 | 15 | -9 | 9 | 16
C=C(C)c1cccc(C(C)(C)NC(=O)Nc2ccc(Cl)cn2)c1 | 10 | 3 | 14 | -4 | 3 | 9 | 9 | 2
O=C1CN(C(=O)COc2ncnc3ccccc23)c2ccccc2N1 | -14 | 5 | -3 | 0 | 10 | 20 | 2 | 4
Clc1ccccc1Cc1noc(CN2CCN(c3cnccn3)CC2)n1 | 3 | 32 | -4 | 2 | 7 | -7 | 1 | -12
CCc1[nH]nc2c1C(c1cccc(OC(=O)N3CCOCC3)c1)C(C#N)=C(N)O2 (stereo not drawn) | 0 | 2 | 4 | 4 | -1 | 1 | -21 | -3
COc1ccc(C(CNC(=O)c2ccc(OCc3c(C)noc3C)cc2)N2CCCC2)cc1 (stereo not drawn) | 0 | 13 | 21 | 6 | -14 | 6 | 9 | -15
CCOC(=O)C1=C(C)NC2=C(C(=O)c3ccccc32)C1c1ccc([N+](=O)[O-])o1 (stereo not drawn) | 18 | 11 | -44 | 8 | 4 | 19 | 0 | 13
COCCNC(=O)CN1C(=O)c2cccc3cccc1c23 | -9 | 12 | -2 | -10 | 9 | -17 | 12 | -9
Cc1nn(-c2ccccn2)c2c1C(c1ccsc1)C1=C(CCCC1=O)N2 (stereo not drawn) | -10 | -2 | 9 | -1 | -3 | 3 | 19 | -3
Nc1nnc(SCC(=O)c2ccc3c(c2)NC(=O)CO3)s1 | -12 | -6 | 1 | -9 | 2 | -12 | 6 | 3
CN1CCC(N(C)C(=O)CCc2nc3ccccc3c(=O)[nH]2)CC1 | -7 | 4 | -2 | 1 | 3 | 1 | -4 | -8
O=C(COC(=O)Cc1ccc(Br)cc1)NCc1ccc(F)cc1 | 7 | 37 | 7 | 4 | 9 | 5 | 16 | -10
CC(C)(C)OC(=O)NC(CNCc1ccccc1)Cc1ccccc1 (stereo not drawn) | -3 | 12 | 24 | -11 | 4 | 11 | 20 | -7
Cc1[nH]c2ccccc2c1SCC(=O)N1CCC(C)CC1 | 7 | -7 | 8 | -3 | 6 | 9 | 6 | 2
CCOc1ccc2oc(-c3ccccc3)c(C(=O)N3CCN(C)CC3)c2c1 | -10 | 4 | 9 | -4 | 5 | 2 | 3 | 1
Cc1ccc(Cn2c(Sc3nccc(C)n3)nc3c2c(=O)[nH]c(=O)n3C)cc1 | -10 | -4 | -14 | 0 | 6 | 3 | 2 | -14
CCN(CC)CCNC(=O)c1ccc(NC(=O)Nc2cccc3ccccc23)cc1 | 0 | 23 | 11 | -13 | 1 | 4 | 8 | -22
O=C(Nc1ccc([N+](=O)[O-])cc1)N1CCCCC1 | 8 | 4 | -6 | -2 | 15 | 6 | -4 | -3
O=C(CC1(C(F)(F)F)OCCO1)Nc1ccc2c(c1)OCO2 | -2 | -8 | -1 | -7 | 13 | 4 | -16 | 4
Cc1csc2ncc(C(=O)N3CCc4ccccc43)c(=O)n12 | 1 | -9 | 0 | -2 | 12 | 2 | -5 | 3
Cc1ccc(C(=O)C(NC(=O)c2ccco2)Nc2sc3c(c2C(N)=O)CCCC3)cc1 (stereo not drawn) | · | · | -11 | -8 | -10 | · | 21 | 2
O=C(N/N=C/c1ccc(N2CCOCC2)cc1)c1ccc(NS(=O)(=O)c2cccs2)cc1 | -3 | -5 | -2 | -7 | -3 | 6 | 8 | 10
O=CNC(Cc1ccccc1)C(=O)O (stereo not drawn) | -15 | 1 | 2 | 1 | 5 | 5 | 5 | 5
COc1ccc(/C(N)=N/OC(=O)CSc2ccc(C)cc2)cc1OC | -2 | -1 | -7 | -9 | -17 | -13 | 11 | -5
O=C(CSc1nnc(NC(=O)c2ccc(F)cc2F)s1)NC1CCCC1 | -4 | -23 | -6 | 6 | -58 | 8 | -1 | -11
O=C(COC(=O)c1cc[n+]([O-])cc1)Nc1c(Cl)cccc1C(F)(F)F | -9 | -9 | 4 | -2 | 23 | 4 | 5 | 4
CC(C)(Oc1ccc(-c2ccco2)cc1)C(=O)O | · | · | -8 | -1 | 12 | · | 7 | -9
O=C(NC12CC3CC(CC(C3)C1)C2)N1CCN(C2CCCCC2)CC1 | -6 | 14 | 9 | 1 | 8 | 11 | 6 | 4
Cc1cc2n(n1)SC(Nc1cc(Cl)ccc1Cl)N2 (stereo not drawn) | 2 | -24 | 14 | -3 | 4 | 3 | 13 | -16
O=C(OCCN(C1=NS(=O)(=O)c2ccccc21)c1ccc(Cl)cc1)c1ccco1 | 3 | -35 | -4 | -7 | 4 | 5 | 18 | -8
Cn1c(CC(=O)Nc2ccccc2Cl)nnc1SCC(=O)NC1=NCCS1 | 0 | 7 | 8 | 6 | 21 | 14 | -8 | 7
NC(=O)CCC1NC(=S)N(Cc2ccccc2)C1=O (stereo not drawn) | 3 | 0 | -5 | 4 | 14 | 24 | -1 | -1
NC(=O)C1CCN(c2nc(C3CC3)nc3c2nnn3Cc2ccccc2Cl)CC1 | -2 | -6 | 11 | 2 | -9 | 16 | 1 | -3
Cc1cnc(C(=O)N2CCN(S(=O)(=O)c3ccc(F)c(F)c3F)CC2)cn1 | -9 | 4 | 6 | 11 | 1 | 6 | 9 | 16
CC1=NN(C(=O)CSCc2ccccc2)C(O)(c2ccc(Cl)cc2)C1 (stereo not drawn) | 1 | -8 | 0 | 1 | 9 | 20 | 22 | 2
Cc1ccc(Cn2nnc3c(=O)[nH]c(C4CCCN(S(=O)(=O)c5ccccc5F)C4)nc32)cc1 (stereo not drawn) | 12 | -10 | 2 | 0 | -12 | 1 | 34 | -2

Pulled by compound from the entries so far:
SMILES | EBI2 antag | Gli-Sufu antag | UBC13 inh | SENP8 inh | 697 NFkB inh | CCR6 antag | Apaf-1 inh | Jurkat NFkB inh
O=C(COC(=O)c1cc[n+]([O-])cc1)Nc1c(Cl)cccc1C(F)(F)F | -9 | -9 | 4 | -2 | 23 | 4 | 5 | 4
O=C(Nc1ccc([N+](=O)[O-])cc1)N1CCCCC1 | 8 | 4 | -6 | -2 | 15 | 6 | -4 | -3
CC1=NN(C(=O)CSCc2ccccc2)C(O)(c2ccc(Cl)cc2)C1 (stereo not drawn) | 1 | -8 | 0 | 1 | 9 | 20 | 22 | 2
O=C(CSc1nnc(NC(=O)c2ccc(F)cc2F)s1)NC1CCCC1 | -4 | -23 | -6 | 6 | -58 | 8 | -1 | -11

New compounds follow:
SMILES | EBI2 antag | Gli-Sufu antag | UBC13 inh | SENP8 inh | 697 NFkB inh | CCR6 antag | Apaf-1 inh | Jurkat NFkB inh
CCNC(=O)CC1C(=O)N(c2ccc(F)cc2)C(=O)N1CCc1ccc(OC)cc1 (stereo not drawn) | 5 | -1 | 7 | 5 | 3 | 1 | -20 | 6
CCOc1ccc(CN(C)CC(=O)Nc2ccccc2C(=O)NC2CC2)cc1 | -6 | 0 | 4 | 7 | 5 | -2 | 3 | 12
Oc1ccc2c(c1)c1c3n2CCNC3CCC1 (stereo not drawn) | -6 | 30 | -5 | -8 | 14 | 6 | -3 | 4
CCCOc1ccc2oc(=O)c3c(c2c1)CCCN3C(=O)CN(C)Cc1ccccc1 | 8 | 3 | 5 | 4 | -4 | 7 | 21 | -9
COc1ccccc1NC(=O)c1cnc2c(-c3ccccc3)c(C)nn2c1C | 11 | -4 | -11 | 4 | -18 | 7 | 4 | 3
COc1ccc(NC(=O)C2CCN(C(=O)c3cccs3)CC2)c(OC)c1 | -2 | 4 | -1 | -7 | -8 | 1 | 4 | -11
N=C1SC(c2ccccc2)C(=O)N1c1ncc(Cc2ccccc2Cl)s1 (stereo not drawn) | 2 | 0 | -20 | 9 | -12 | 46 | -171 | 16
O=C(c1cccnc1)N1CCN(c2ccccc2Cl)CC1 | · | · | -3 | 2 | 18 | · | -5 | -5
CC1CCCN(C(=O)C2CCN(S(=O)(=O)c3cccs3)CC2)C1 (stereo not drawn) | -3 | 2 | -4 | -9 | -3 | 6 | 4 | 3

One compound at a time (already shown):
N=C1SC(c2ccccc2)C(=O)N1c1ncc(Cc2ccccc2Cl)s1 (stereo not drawn) reads EBI2 antag = 2; Gli-Sufu antag = 0; UBC13 inh = -20; SENP8 inh = 9; 697 NFkB inh = -12; CCR6 antag = 46; Apaf-1 inh = -171; Jurkat NFkB inh = 16
Oc1ccc2c(c1)c1c3n2CCNC3CCC1 (stereo not drawn) reads EBI2 antag = -6; Gli-Sufu antag = 30; UBC13 inh = -5; SENP8 inh = -8; 697 NFkB inh = 14; CCR6 antag = 6; Apaf-1 inh = -3; Jurkat NFkB inh = 4

The list is partial, so the mix of outcomes need not match the whole.
